INS promoter inh: TRM-6 insulin promoter activity inhibition. TRM-6 cells (human fetal islet line), insulin promoter-eGFP reporter, imaging; reporter expression induced with tamoxifen. inhibition, % at 2 µM. 0.9% of 130,000 active;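 active = inhibition above the mean plus 3 SD, with well images judged a real hit on visual review, cut at about 60% in these data, passing the limit was not always enough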
SDO1 yeast rescue: restores growth of sdo1-depleted yeast | z-score at 10 µM | S. cerevisiae sdo1-depleted JHY4D growth rescue, OD600 30 h; active compounds read high; pdr5 snq2 efflux-pump mutant strain | 0.21% of 140,000 active;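 active = z-score above 3 at both the 24 hr and the 30 hr optical density reads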;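 note: z-score against mean and SD of all compound wells on the same plate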
SDO1 yeast rescue Rescue 24 h: also measured in SDO1 yeast rescue; calls as there; z-score; S. cerevisiae sdo1-depleted JHY4D growth rescue, OD600; measured here: growth rescue at 24 h;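 0 is the plate mean of compound wells and units are plate SD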
* hit, by the source's call; . = no result given; & = joins results of further samples. This is a subset; count on the stated rates, not on these rows.

Sequence of screens – INS promoter inh, SDO1 yeast rescue, SDO1 yeast rescue Rescue 24 h
> O=c1cc(-c2ccc(O)c(O)c2)oc2c(C3O[C@H](CO)[C@@H](O)[C@H](O)[C@H]3O)c(O)cc(O)c12 (stereo partly drawn)
→ -9.5, 1.16, 1.8
> Cc1cccc(C)c1NC(=O)C(NC=O)c1ccc(N(C)C)cc1 (stereo not drawn)
→ -17.1, 0.03, -0.28
> Cc1ccc(/C=N\NC(=O)Cn2c(C)nc3ccccc32)o1
→ ., 0.12, 0.26
> CC(=O)c1c(N2CCC(C(N)=O)CC2)nc(=S)n(-c2ccccc2)c1C
→ 14.3, -0.22, -0.51
> Cc1noc(C)c1CSc1nc2ccccc2n1C
→ 42.9, 0.59, 0.54
> Cc1ccc(CNC(=O)C2CCC(=O)N2CCc2ccccc2)cc1 (stereo not drawn)
→ 28.6, 0.15, -0.06
> COc1ccc(/C(O)=C2/C(=O)C(=O)N(CCCC(=O)O)C2c2ccc(OC)c(OC)c2)cc1 (stereo not drawn)
→ -16.1, 1.09, 0.91
> COCCOC(=O)C1=C(C)OC(N)=C(C#N)C1c1ccco1 (stereo not drawn)
→ -33.3, 0.17, 0.27
> NC(=O)c1coc(-c2ccccc2)n1
→ -25.0, ., .
> COc1ccc(NC(C)=O)cc1CNC(=O)COc1c(C)c(C)cc(C)c1C
→ 1.6, -0.67, -0.08
> Fc1ccc(Oc2cc(N3CCOCC3)nc(-c3ccccc3)n2)c(F)c1
→ 13.3, -1.09, -0.84
> O=Cc1ccccc1OCc1nnsc1Cl
→ 38.9, ., .
> CCNC(=S)N(Cc1ccc(OC)cc1)C1CC(=O)N(c2ccc(OCC)cc2)C1=O (stereo not drawn)
→ -7.7, 0.13, 0.02
> CCCCOC(=O)Nc1ccc(C(C)C)cc1
→ 44.2, 0.25, -0.38
> Cc1c(NC(=O)c2n[nH]c(=O)c3ccccc23)c(=O)n(-c2ccccc2)n1C
→ 3.6, 0.08, 0.35
> O=C(c1ccco1)N1CCN(c2c(-c3ccccc3)c3cc(Cl)ccc3[nH]c2=O)CC1
→ 25.0, -1.76, -1.02
> CSc1cccc(NC(=O)Cn2cccc2)c1
→ ., 0.69, 1.24
> C#CCN(C)CCCOc1ccc(Cl)cc1Cl
→ 13.6, -0.76, 0.51
> Cc1ccc(C(=O)Nc2ccccc2N2CCN(C(=O)C(C)C)CC2)cc1C
→ ., -1.31, -0.76
> CC(C(=O)Nc1ccccc1Sc1ccccc1)N(c1ccccc1)S(C)(=O)=O (stereo not drawn)
→ -57.1, -0.36, -0.12
> Cn1c(SCC(=O)NCc2ccccc2)nnc1C1CC1
→ ., 0.45, 0.38
> CC1=C(C(=O)OCc2ccccc2)C(c2ccco2)n2ncnc2N1 (stereo not drawn)
→ 30.0, -0.8, -1.39
> COCCn1c(-c2ccc(OC)cc2)cnc1SCC(=O)Nc1cccc2ccccc12
→ -2.3, -1.41, -0.55
> O=C(COC(=O)/C=C/c1cccc(C(F)(F)F)c1)Nc1cccc2ccccc12
→ -9.8, -0.15, 1
> COc1ccc(-c2c(C(C)=O)c(C)nc3sc4c(=O)n(-c5ccc(C)cc5)nnc4c23)cc1
→ -20.4, -1.04, -0.06
> O=c1c2nnn(Cc3ccc(Cl)cc3)c2ncn1Cc1ccc(F)cc1
→ 56.2, -0.3, 0.1
> CS(=O)(=O)N(CCc1ccccc1)CC(=O)Nc1ccc2c(c1)OCO2
→ 18.8, 0.35, 0.29
> O=C(c1cccc(COCC(F)(F)C(F)F)c1)N1CCN(c2ccccc2)CC1
→ 0.0, -0.26, -0.22
> Cc1cc(NS(=O)(=O)c2ccc(NC(=S)NCc3ccccc3)cc2)no1
→ -14.3, ., .
> CCOC(=O)c1ccc(NC(=S)NCC(O)c2ccccc2)cc1 (stereo not drawn)
→ 0.0, -0.32, -0.23
> COC(=O)Cn1c(=NC(=O)CN2C(=O)CCC2=O)sc2cc(S(N)(=O)=O)ccc21
→ 20.0, -0.04, -0.42
> CCOc1ccc(NC(=S)Nc2ccc(Br)cc2Cl)cc1
→ -52.6, ., .
> O=C(Oc1ccccc1)c1c(Cl)cccc1P(=O)(O)O
→ 9.1, 0.32, -0.02
> Cc1ccc(/C=C/C(=O)Nn2cnnc2)cc1
→ -14.3, 1.17, 0.82
> CCCc1nnc(NC(=O)CN2CCOCC2)s1
→ ., 0.61, 0.03
> CC1(CC(=O)N/N=C/c2ccc(-c3ccc(Cl)cc3)o2)OCCO1
→ ., 0.58, -0.02
> Cc1ccc(C(=O)Nc2ccc(N3CCOCC3)cc2)cc1
→ ., -0.3, -0.34
> O=C(Nc1nc(-c2ccccn2)cs1)c1ncc(Cl)c(Cl)c1Cl
→ 34.3, -2.77, -1.95
> COc1cc(CNCCSc2nnnn2C)cc(OC)c1OC
→ 53.9, 0.05, -0.66
> CCOC(=O)c1c(/N=C/c2cc([N+](=O)[O-])ccc2O)sc(C)c1C
→ -6.7, -0.5, -0.99
> Cc1nc2c(ccc3nc(NC(=O)C4CC4)sc32)s1
→ -7.1, ., .
> CCCc1cc(=O)n2[nH]c(NCc3c(Cl)cccc3Cl)nc2n1
→ ., 0.5, -0.1
> COc1cccc(/C=N/N2C(=O)C3C4c5ccccc5C(c5ccccc54)C3C2=O)c1OC (stereo not drawn)
→ 30.0, 0.19, 1.04
> O=C(CSc1ccccc1C(=O)O)NCc1ccccc1
→ -35.7, ., .
> C=CCOc1c2ccc(C(=O)N(CC)c3ccc(OC)cc3)cc2nn1C
→ 20.4, 1.33, 2.12
> O=C(O)CC1(Cc2nc(-c3cccs3)no2)CCCC1
→ ., 0.41, 0.28
> CCOC(=O)N1CCN(C(=O)C2CCN(CC3CCCCC3)CC2)CC1
→ -83.3, 0.94, 0.05
> O=C(Cn1cnc2c(nnn2Cc2ccccc2)c1=O)c1ccc(Cl)cc1
→ ., -1.08, -0.18
> Cn1nc(C(C)(C)C)cc1C(=O)O
→ -26.7, ., .
> Cc1ccc(N(CC(=O)N/N=C/c2cccs2)S(C)(=O)=O)cc1Cl
→ -25.4, -0.48, -1.54

(list continues)
Sequence of screens – INS promoter inh, SDO1 yeast rescue, SDO1 yeast rescue Rescue 24 h
> COc1ccc(CN2CCNC(=O)C2CC(=O)NCCSc2nccn2C)cc1OC (stereo not drawn)
→ -33.3, ., .
> COc1ccc(/C=N/OC(=O)Nc2ccccc2OC)cc1
→ 8.1, ., .
> C/C(Cn1nnc2ccccc21)=N\NC(=O)c1cccc(Br)c1
→ -65.6, 0.89, 0.7
> Cc1ccc(C)c(OCCn2cc(/C=C(\C#N)C(=O)NCc3ccco3)c3ccccc32)c1
→ -4.0, 0.97, 2.36
> Cc1ccc(SCC(=O)N2CC(C)OC(C)C2)cc1 (stereo not drawn)
→ 7.9, -0.33, -0.91
> CCC(=O)c1ccc(O)cc1
→ 47.6, -0.27, -0.22
> C/C(=N\NC(=O)c1ccc(C)cc1C)c1ccc(-n2ccnc2)cc1
→ ., 1.07, 1.14
> COC(=O)c1ccc(/C=C(\C#N)c2nc3ccccc3s2)cc1
→ -16.7, 0.93, 2.22
> COc1cccc(-c2ccc(=O)n(CC(=O)Nc3ccc(C(=O)N4CCCC4)cc3)n2)c1
→ -21.4, -0.06, -0.68
> Cc1[nH]n(-c2ccc([N+](=O)[O-])cc2)c(=O)c1C=NCCc1c(C)[nH]c2ccccc12
→ ., -0.9, -1.28
> COC(=O)CN1C(=O)CC(C)(C)S(=O)c2ccccc21 (stereo not drawn)
→ ., -0.84, -0.94
> CC(=O)c1cccc(NC(=O)c2ccc(N(C)S(C)(=O)=O)cc2)c1
→ -28.0, 0.26, -0.57
> NC1=NC(=O)C2(COC(c3ccccc3Cl)OC2)S1 (stereo not drawn)
→ -40.0, 0.5, -0.17
> COC(=O)C1=NN(c2ccccc2)C2(S1)SC(C(C)=O)=C(C)N2c1ccccc1 (stereo not drawn)
→ -7.9, -1.33, -0.84
> CON(c1nc(Cl)nc(N(C)C)n1)S(=O)(=O)c1ccccc1Cl
→ -21.9, 0.19&-1.27, -0.4&-1.09
> CCN(CC)c1ccc(C(=O)OCC(=O)Nc2cc3oc4ccccc4c3cc2OC)cc1
→ ., 0.53, 1.89
> N/C(Cc1cccs1)=N\OC(=O)COc1ccc(Br)cc1
→ ., -2.26, -1.74
> O=C(CSc1nc2ccsc2c(=O)n1Cc1ccc(C(=O)O)cc1)NCC1CCCO1 (stereo not drawn)
→ -5.6, -0.21, -2
> CCOC(=O)c1c2ccc(OCC(=O)N/N=C/c3ccc(Cl)cc3)cc2n2ccccc12
→ ., -1.19, 0.33
> CCOc1ccccc1NC(=O)CC1Nc2cc(C)c(C)cc2NC1=O (stereo not drawn)
→ -40.5, 0.41, -0.32
> CCOc1ccc(-n2c(N)c(-c3nc4ccccc4[nH]3)sc2=S)cc1
→ 9.7, -1, -0.31
> O=C1CCc2ccc(NC(=O)C3CC3)cc2N1
→ -26.7, ., .
> Cc1cccc(NS(=O)(=O)c2cnc(Cl)c(Br)c2)n1
→ ., 1, 1.05
> CCN(CC)C(=O)C1CCCN(Cc2cccc(F)c2)C1 (stereo not drawn)
→ 29.6, 0.32, 0.57
> Cc1cc(=O)oc2c1c(C)nn2-c1ccc(Br)cc1
→ 13.3, ., .
> Cc1cc(N)n(-c2ccc(Cl)cc2)n1
→ 64.7, ., .
> CCN(Cc1ccccc1)C(=O)CSc1nc(C)cc2c1C(=O)OC2
→ -21.4, 0.81, 0.87
> CC(C)CCN1CN(S(=O)(=O)c2cccs2)c2nc3ccccc3nc21
→ -9.4, -0.38, 1.26
> CCOC(=O)CSC(CC)C(=O)Nc1nnc(C(C)C)s1 (stereo not drawn)
→ ., 0.62, 0.19
> Cc1ccc(S(=O)(=O)N2CCCC2C(=O)Nc2nc3c(s2)CCCC3)cc1 (stereo not drawn)
→ -83.8, -0.9, -1.05
> Cc1nc2ccccc2nc1N1CCC(C)CC1
→ -18.2, -0.46, -0.36
> Cc1cccc(-n2c(CCCN3C(=O)c4ccccc4C3=O)nc3ccccc3c2=O)n1
→ ., -0.79, 0.69
> O=C(O)c1nn2c(C(F)(F)F)cc(-c3cccs3)nc2c1Cl
→ ., 0.93, 1.26
> CCOC(=O)C1=C(CSc2nc3ccccc3s2)NC(=O)NC1c1cccc([N+](=O)[O-])c1 (stereo not drawn)
→ ., -0.51, -0.48
> COc1ccc(C=O)cc1COc1ccc(F)cc1F
→ -3.3, -0.61, -1.26
> Cc1nc(S(=O)(=O)Cc2ccccc2)nc2c1CCC2
→ 42.9, ., .
> CC(=O)Nc1cc2c(cc1C(=O)c1ccccc1)OCCO2
→ ., 0.33, 0.42
> CCOc1ccc(OCC)c(NC(=O)CSc2nc3c(c(=O)n(C)c(=O)n3C)n2C(C)C)c1
→ ., 0.35, 0.8
> O=C(Nc1cccc(OC(=O)c2ccco2)c1)c1ccco1
→ ., 0.06, 0.47
> CN(CCC(=O)Nc1ccc(Br)cc1)Cc1ccccc1
→ 34.4, -0.4, -0.68

Among those listed so far, these contain a COOH group:
Sequence of screens – INS promoter inh, SDO1 yeast rescue, SDO1 yeast rescue Rescue 24 h
> COc1ccc(/C(O)=C2/C(=O)C(=O)N(CCCC(=O)O)C2c2ccc(OC)c(OC)c2)cc1 (stereo not drawn)
→ -16.1, 1.09, 0.91
> O=C(CSc1ccccc1C(=O)O)NCc1ccccc1
→ -35.7, ., .
> O=C(O)CC1(Cc2nc(-c3cccs3)no2)CCCC1
→ ., 0.41, 0.28
> Cn1nc(C(C)(C)C)cc1C(=O)O
→ -26.7, ., .
> O=C(CSc1nc2ccsc2c(=O)n1Cc1ccc(C(=O)O)cc1)NCC1CCCO1 (stereo not drawn)
→ -5.6, -0.21, -2
> O=C(O)c1nn2c(C(F)(F)F)cc(-c3cccs3)nc2c1Cl
→ ., 0.93, 1.26

Following part.
Sequence of screens – INS promoter inh, SDO1 yeast rescue, SDO1 yeast rescue Rescue 24 h
> Cn1c(SCC(=O)N=Nc2c(O)[nH]c3ccccc23)nc2ccccc21
→ 25.8, -0.07, 0.66
> Cc1ccc(C)c(NC(=O)CN(C)C(=O)COc2ncnc3sccc23)c1
→ -2.7, -0.36, -0.25
> O=C(N/N=C/c1cc([N+](=O)[O-])ccc1O)c1ccc2c(c1)OCCO2
→ ., 1.35, 1.73
> CCn1nc([N+](=O)[O-])c(C(C#N)c2nc3ccccc3n2C)c(Cl)c1=O (stereo not drawn)
→ -18.8, -0.19, -0.86
> CCOC(=O)C(CC)n1cnc2c(nnn2-c2ccc(C)cc2)c1=O (stereo not drawn)
→ ., -0.19, -0.33
> Cc1cccc(C)c1OCc1n[nH]c(=S)o1
→ -46.7, 0.78, -0.51
> Cc1cccc(C(=O)N[C@H](C(=O)OCc2cc(=O)n3c(n2)sc2ccccc23)C(C)C)c1
→ 32.4, -0.96, -1.15
> C/C(=N/NC(=O)CNC(=O)c1ccccn1)c1ccccc1
→ -22.9, 0.55, 0.64
> CCOC(=O)N1CCC2(CC1)C(C#N)=C(N)Oc1c2c(C)nn1-c1cccc(Cl)c1
→ 0.0, -1.51, -1.55
> COc1cc(CCC(=O)Nc2cccc(C(F)(F)F)c2)cc(OC)c1OC
→ ., 1.42, 1.69
> Cc1ccc(CN(Cc2ccccc2)C(=S)NCC(=O)NCc2cccnc2)o1
→ -33.3, ., .
> O=C(c1ccco1)N1CCN(c2ncnc3scc(-c4ccc(F)cc4)c23)CC1
→ -38.5, -1.42, -0.42
> CCN(CC)CCCNC(=O)c1cn(C)c2ccc(S(=O)(=O)N(C)C)cc2c1=O
→ ., 0.86, 0.73
> CCOC(=O)CSC(CC)C(=O)Nc1nnc(CC)s1 (stereo not drawn)
→ ., 1.53, 1.53
> O=c1c(-c2ccco2)[n+]([O-])c2ccccc2n1OCc1ccccc1F
→ -11.1, -1.56, -1.23
> c1ccc(-c2cn3c(n2)CCc2ccc4cccnc4c2-3)cc1
→ 8.8, -1.46, -0.7
> Cc1ccc(-n2ncc3c(NCc4ccco4)ncnc32)c(C)c1
→ -10.0, 0, 0.29
> C=CCN1CC(O)=C(c2ccccc2)C1=N
→ 21.4, -0.94, -1.71

Compound activity from PubChem BioAssay.
